Source: PubChem BioAssay
Cl transport mod – modulates chloride dependent transport by human KCC2; KCC2 cells, thallium flux FluoZin-2 fluorescence; B-score of Tl+ flux slope (higher = more flux/activation; lower = inhibition) at 10 µM; 190,000 compounds, 2.2% hits; AID 1456;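 active means thallium flux slope and its plate-corrected score both differing from the plate sample mean at a set confidence after two filtering rounds, in either direction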;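 further: slope of fluorescence scaled to starting intensity during 10 to 20 s after thallium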
m-calpain inh – inhibitors of pig calpain II; purified calpain II, fluorogenic peptide substrate, 30 min; inhibition, % at 16 µM; 220,000 compounds, 0.37% hits; AID 1236;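 active means inhibition above about 50%, limit read from the data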
zfTRPN1 agonist – activates the zebrafish TRPN1 channel | HEK293 zebrafish TRPN1-YFP, Fluo-8 calcium fluorescence; 100% = response to 87 µM carbachol | activation, % at 3 µM | 220,000 compounds, 0.18% hits | AID 1424;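 active means activation above its plate's cutoff, the mean activation of test wells on that plate plus 3 SD, cut at about 19% in these data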;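 further: 0% = DMSO alone and 100% = 87 µM carbachol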
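Material – zebrafish TRPN1-YFP in HEK293 cells · Doses – 3 µM single point · Schedule – dye 1 h 37 °C plus 30 min RT · Signal – Fluo-8 calcium fluorescence, excitation 470-495 nm, emission 515-575 nm · Read-out – % activation versus carbachol response · Control set – carbachol high, DMSO low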
TbHK1 inh – blocks Trypanosoma brucei hexokinase 1 activity; 220,000 compounds, 0.11% hits; recombinant TbHK1, G6PDH-coupled NADH A340; inhibition, % at 10 µM;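 active means inhibition of 50% or more in the single-dose primary screen; inactive means inhibition below 50%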
EBV gp42 inh – inhibitors of Epstein-Barr virus glycoprotein 42. Q1HVG2. Fluorescence polarization binding assay, mP read-out. inhibition, % (tested at 21.74 µM). 220,000 compounds, 0.42% hits. AID 1085; in the data active means inhibition above about 50%
Target sequence (Q1HVG2 whole entry, looked up): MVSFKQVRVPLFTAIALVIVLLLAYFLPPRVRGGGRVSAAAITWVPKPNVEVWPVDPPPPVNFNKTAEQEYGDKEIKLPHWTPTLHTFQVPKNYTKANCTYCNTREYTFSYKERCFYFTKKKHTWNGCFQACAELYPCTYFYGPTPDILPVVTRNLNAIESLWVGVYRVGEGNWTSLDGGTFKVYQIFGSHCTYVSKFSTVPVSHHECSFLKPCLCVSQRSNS
PPC-1+TRAIL kill – kills PPC-1 cancer cells in the presence of TRAIL. 220,000 compounds, 0.41% hits. cell killing (% activity), % at 4 µM. PPC-1 cells + TRAIL, ATPLite viability luminescence. AID 1443;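 active means cell killing above 50% in the first pass at 4 µM, then a duplicate retest at 5 µM averaging 50% or more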;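 further: plate controls were cells with TRAIL plus DMSO for no effect and medium-only wells lacking cells for full effect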
thrombin 1536 – thrombin (human) inhibition; alpha-thrombin, Boc-VPR-AMC fluorogenic substrate cleavage; inhibition, % at 5 µM; 220,000 compounds, 0.26% hits;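 active means inhibition at or above 40%; inactive means inhibition below 40%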;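 further: 0% = enzyme with no compound and 100% = wells without enzyme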
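Material: human alpha-thrombin protein; Also added: Boc-VPR-AMC substrate, 15 µM final; Timing: enzyme reaction carried out at room temperature; Signal: fluorescence, ex 355 nm, em 460 nm; Measure: % inhibition of thrombin; Controls: enzyme without compound as high, wells lacking enzyme as low.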
Furin inhibitor – blocks human furin protease activity; inhibition, % at 30 µM; purified furin, fluorogenic substrate cleavage; P09958; 220,000 compounds, 0.061% hits; in the data active means inhibition above about 25%; further: inactives centre near -15
Target sequence (P09958 108-714 limits assumed): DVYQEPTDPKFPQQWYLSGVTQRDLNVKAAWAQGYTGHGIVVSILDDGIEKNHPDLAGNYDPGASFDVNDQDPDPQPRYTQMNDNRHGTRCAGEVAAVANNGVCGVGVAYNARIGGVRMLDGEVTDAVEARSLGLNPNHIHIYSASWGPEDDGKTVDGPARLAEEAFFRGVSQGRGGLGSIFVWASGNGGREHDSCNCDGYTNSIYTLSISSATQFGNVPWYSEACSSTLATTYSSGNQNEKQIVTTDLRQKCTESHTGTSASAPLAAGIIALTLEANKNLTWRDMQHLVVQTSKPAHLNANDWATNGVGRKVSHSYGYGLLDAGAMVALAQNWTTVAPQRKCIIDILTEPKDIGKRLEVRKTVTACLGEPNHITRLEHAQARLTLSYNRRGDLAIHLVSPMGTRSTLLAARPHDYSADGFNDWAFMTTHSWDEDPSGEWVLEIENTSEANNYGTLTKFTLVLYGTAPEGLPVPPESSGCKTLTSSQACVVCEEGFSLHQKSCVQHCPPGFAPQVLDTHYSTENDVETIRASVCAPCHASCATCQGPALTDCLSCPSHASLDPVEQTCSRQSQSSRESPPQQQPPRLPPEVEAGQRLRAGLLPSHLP
TRPML3 ag – human mucolipin-3 channel agonism. 220,000 compounds, 0.29% hits. activation, % at 3 µM. HEK293 TRPML3-YFP, Fluo-8 calcium fluorescence; 100% = the carbachol control signal. AID 1448. Q8TDD5;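 active means activation above its plate's cutoff, the mean activation of the plate's test wells plus 3 SD, cut at about 12% in these data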;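 further: 0% = DMSO only wells and 100% = carbachol wells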
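Material: TRPML3-YFP stable HEK293 cells | Dosing: One concentration, 3 µM nominal, 0.3% DMSO | Timing: 125 s total fluorescence read per well | Technique: Fluo-8 calcium dye fluorescence, ex 470-495, em 515-575 nm | Measure: Percent activation from peak-to-basal fluorescence ratio, scaled between DMSO and carbachol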
Starred values were filed as active, the others as inactive; i = inactive; nt = no result given; [ ] = remark or other dose. Outcome played no part in choosing rows; about 3.6% have a hit in one of these screens.

Values run as follows: Cl transport mod	m-calpain inh	zfTRPN1 agonist	TbHK1 inh	EBV gp42 inh	PPC-1+TRAIL kill	thrombin 1536	Furin inhibitor	TRPML3 ag
O=C(COc1ccccc1)N1CCN(c2ncnc3c2cnn3-c2ccccc2)CC1
    -0.74	-2	0.6	-5	-3	0	2	-30[20 µM]	0.9
Cc1ccccc1N1CCN(C(=O)c2ccccc2NC(=O)/C=C\C(=O)O)CC1
    nt	-17	1.4	1	-11	24	4	-17[20 µM]	-0.7
Cc1ccc(C)c(OCC(O)CN2CCC(C)CC2)c1C (stereo not drawn)
    nt	12	1.3	9	-12	-2	-2	-22	0.9
Cc1cccc(OCC(=O)Nc2cc(S(=O)(=O)N3CCCCC3)ccc2N2CCN(C)CC2)c1
    -0.43	15	-0.9	0	-16	28	1	-30	9.9
Cc1nnc(NC(=O)CSc2nc(C3CCCCC3)nc3ccccc23)s1
    nt	0	0.3	2	-14	-1	-7	-26[20 µM]	-0.4
CC1=C(C)CC(C(=O)Nc2nc(-c3ccc(F)cc3)c(C)s2)C(C(=O)O)C1 (stereo not drawn)
    -2.4	-12	-0.8	-7	-11	14	-7	-10	0.6
CCCCNC1=C(Br)C(=O)CC(C)(C)C1
    0.95	-2	0.6	2	-23	-3	2	-41[20 µM]	-0.3
COc1ccccc1NC(=O)Nc1ccc(CC#N)cc1
    -0.53	-3	0.6	0	-12	26	4	-6	0.9
Cc1[nH][nH]c(=O)c1N=Nc1ccccc1
    -0.64	16	-0.6	-25	6	4	2	9[20 µM]	-0.3
Cc1cc(NS(=O)(=O)c2ccc(NC(=O)CSc3nnc(-c4ccco4)n3Cc3ccco3)cc2)nc(C)n1
    2.6	3	-1.4	0	-20	23	-6	-24	0.9
N#CC(c1ccc(F)cc1)c1ccc(C(=O)c2ccc(F)cc2)cc1 (stereo not drawn)
    0.026	36	1.3	3	10	10	2	-21[20 µM]	1.1
CC(C)CC(=O)NC(=S)Nc1ccc(NC(=O)c2cccs2)cc1
    0.024	-19	-0.4	-5	-15	6	-1	-6[20 µM]	0.1
CCn1cc(C(=O)NC(C)C23CC4CC(CC(C4)C2)C3)cn1 (stereo not drawn)
    0.51	8	1.9	33	-15	30	0	-9	1.1
Cc1cccc(NC(=O)CN2C(=O)COc3ccc(Cl)cc32)c1C
    0.094	1	0.5	-2	3	11	-4	-29	0.3
COc1cc(/C=C/C(=O)Nc2nnc(CC(C)(C)C)s2)cc(OC)c1OC
    0.5	-97	1.3	-1	-27	0	-5	-24	1.1
O=C(O)C1C2C=CC(O2)C1C(=O)Nc1ccc(S(=O)(=O)Nc2ccccc2)cc1 (stereo not drawn)
    0.89	-12	0.2	-1	-8	7	-11	-22[20 µM]	0.2
O=C1CC(N2CCN(C/C=C/c3ccccc3)CC2)C(=O)N1Cc1ccc(N2CCCC2=O)cc1 (stereo not drawn)
    nt	-33	4.4	1	-22	11	-10	-15	2.1
Cc1nn(C)c(Oc2cccc(Cl)c2)c1C#N
    0.08	-11	-2.1	-8	1	13	-9	-20	-0.4
Cc1nn(Cc2ccc(C(=O)NC3CCCCC3)o2)c(C)c1Br
    -0.13	-24	-0.2	-4	-6	24	-5	-2[20 µM]	-0.8
COc1ccccc1NC(=O)C(O)C(O)C(=O)Nc1ccccc1OC (stereo not drawn)
    nt	-3	-1.1	-2	-15	-26	-1	-24[20 µM]	-0.6
COc1ccc(Cl)cc1C(=O)NNC(=O)C1COc2ccccc2O1 (stereo not drawn)
    39*	-9	0.0	-2	-7	-10	-4	-16	0.8
CS(=O)(=O)c1ccc2nc(NC(=O)CS(=O)(=O)Cc3ccccc3)sc2c1
    nt	-4	0.4	-12	4	19	1	-23	0.5
CC(C)CC(=O)NC(=S)Nc1ccc(S(=O)(=O)N2CCCC2)cc1
    -0.13	11	1.4	-3	-9	10	2	-9	1.7
CCOCCCNC(=S)NCCCNc1nc2ccc(C)cc2cc1C#N
    -1.1	-234	-1.8	-3	-3	-4	-12	-17	0.3
COc1ccc(-c2csc3ncn(-c4cccc(C)c4)c(=O)c23)cc1OC
    0.042	10	-1.1	-3	15	-4	-11	-11	-0.8
CCNCc1nc2cc(Cl)ccc2c(=O)[nH]1
    -0.0096	-9	-0.1	2	-3	20	-11	-22	0.8
CN(C)S(=O)(=O)c1cccc(C(=O)NCc2ccco2)c1
    nt	-74	-0.2	3	-1	-16	10	-14[20 µM]	0.0
CC(=O)Oc1ccc2c(=O)c(N3C(=O)c4ccccc4C3=O)c(C)oc2c1
    -0.21	-80	-0.6	-9	2	30	-7	-12	1.2
CC(C(=O)Nc1ccccc1-c1ccccc1)N1CCCCC1 (stereo not drawn)
    -0.39	-2	-2.0	3	-95	8	0	-13[20 µM]	0.1
Cn1cnc([N+](=O)[O-])c1Sc1n[nH]c(N)n1
    0.2	-8	0.1	-20	-11	-16	4	-17	1.7
COC(=O)c1ccc(NC(=O)COC(=O)c2nc3nccc(C)n3n2)cc1
    0.38	-20	-0.9	4	-19	-8	-8	-27	-0.3
Fc1ccccc1Cc1noc(CN2CCCC(CN3CCOCC3)C2)n1 (stereo not drawn)
    nt	17	0.6	-2	-2	4	0	-12	-0.2
COc1ccc(Nc2nc3ccccc3n3cnnc23)cc1
    -0.62	-30	-1.4	-13	11	-15	3	-7[20 µM]	-0.2
O=C(Nc1cccc(F)c1)c1cc(S(=O)(=O)N2CCOCC2)cs1
    -0.5	-8	1.4	5	1	9	-5	-31	-0.2
CCn1cc(C(=O)NCC2CCCO2)c(=O)c2cc(F)c(N3CCN(C)CC3)cc21 (stereo not drawn)
    0.11	-106	0.6	-6	-8	-3	3	-35	1.2
Cc1ccc(NC(=O)N2CCCC2C(=O)Nc2ccc(-n3cnnn3)c(C)c2)cc1 (stereo not drawn)
    -0.34	-20	-1.2	-2	-26	5	-4	-11[20 µM]	0.2
Cc1ccc(C(=O)NNC2=NC(C)(C)Cc3ccccc32)cc1
    -0.32	-1	0.3	-15	-15	-1	-1	-25	0.2
COc1ccc(F)cc1C(=O)C1CCCN(Cc2cnc(N3CCCC3)s2)C1 (stereo not drawn)
    nt	13	-0.3	-16	3	12	-3	-7	0.5
N#C/C(=C/c1ccc(N2CCOCC2)o1)c1ccc(Br)cc1
    -1.2	-10	1.8	-12	46	-9	-2	-6	0.9
O=C(Nc1nc2ccsc2c(=O)s1)c1ccco1
    -0.22	-17	0.2	-8	-16	12	-4	-20	0.1
Cc1ccc(-n2nc(C)c3c(C)cc(=O)[nH]c32)cc1
    0.0064	-62	-0.7	41	2	4	-17	-14[20 µM]	0.8
COc1ccc(C)cc1S(=O)(=O)Nc1cccnc1
    0.63	-23	1.4	3	-17	10	-6	-28	0.3
Cc1ccnn1CCSCC(=O)O
    0.56	-1	-0.7	-8	-17	-12	1	-16[20 µM]	0.8
C=CCN=C1NN=C(c2cc(C)n(CCOC)c2C)CS1
    0.29	22	0.1	-21	-10	15	-9	-14	0.4
CC(=O)Oc1ccc(C(=O)O)cc1OC(C)=O
    0.88	-3	0.5	2	0	9	-6	-25	0.7
COc1cc2c(cc1OC)CN(C(=S)Nc1ccccc1)CC2
    -0.13	-15	-0.3	3	-3	22	-5	-11[20 µM]	0.1
O=S(=O)(c1ccc2oc3ccc(S(=O)(=O)N4CCCC4)cc3c2c1)N1CCCC1
    -0.9	nt	0.5	-5	nt	nt	nt	-15[20 µM]	0.8
CCOC(=O)C1CCN(CC(O)COc2ccc(C(C)(C)CC)cc2)CC1 (stereo not drawn)
    0.14	0	0.0	-9	-8	-2	1	0	0.7
CC(=O)Nc1ccc(NC(=O)CSc2ccc3nnc(CCNC(=O)c4ccccc4)n3n2)cc1
    -1.5	-24	1.8	3	-4	29	-8	-21	0.7
COC(=O)C1=CN(C2CC2)C=C(C(=O)OC)C1c1ccccc1OC
    nt	i	-0.1	-22	-19	7	-7	-40	-0.8
CN1CCN(c2ccc([N+](=O)[O-])cc2C(=O)N2CCOCC2)CC1
    0.68	nt	0.3	-21	nt	15	4	-1[20 µM]	-0.1
CCN1CCN(Cc2ccc(NC(=O)Nc3ccc(OC)cc3)cc2)CC1
    -0.26	-4	0.1	2	-20	-1	4	-27	0.7
Cc1ccc(CNC(=O)C(Cc2ccccc2)NS(=O)(=O)c2cccs2)cc1 (stereo not drawn)
    nt	-20	-1.9	7	-14	14	3	-15[20 µM]	-1.0
O=C1[C@H]2[C@H]3[C@H](O)[C@H](O)C/C(=N\OC[C@@H](O)COCc4ccco4)[C@@H]3CC[C@H]2C(=O)N1c1ccc(F)cc1F
    0.45	5	-0.6	-5	-7	6	-1	-6	0.1
CCC1CCCCN1C(=S)NC(=O)c1ccc(F)c(S(=O)(=O)N2CCOCC2)c1 (stereo not drawn)
    3.2*	-27	2.6	3	-2	-4	-3	-19	1.4
O=C(/C=C/c1ccc(Cl)cc1Cl)N(Cc1ccccc1)C1CCS(=O)(=O)C1 (stereo not drawn)
    -1.1	1	-1.2	35	-5	19	-8	-5	0.6
OCC1(Cc2ccccc2C(F)(F)F)CCN(Cc2ccccc2)CC1
    -0.56	-9	0.0	5	-6	15	-7	-18	-0.1
Cc1cccc(CSc2ncnc3c2cnn3Cc2ccccc2)c1
    -0.24	-29	-1.4	10	-12	-30	-8	-18[20 µM]	-0.3
O=C(Nc1ccccc1)c1ccc(Cn2cc(C(F)(F)F)ccc2=O)cc1
    1.4	-3	0.6	-2	-9	0	2	-3	-0.5
CCCn1c(N)c(N2CCCCC2)c(=O)n(CC(=O)Nc2ccccc2)c1=O
    0.45	-13	-0.9	-2	-22	18	-8	-6[20 µM]	0.2

Gathered by group: the compounds so far containing a nitro group on carbon.
Values run as follows: Cl transport mod	m-calpain inh	zfTRPN1 agonist	TbHK1 inh	EBV gp42 inh	PPC-1+TRAIL kill	thrombin 1536	Furin inhibitor	TRPML3 ag
Cn1cnc([N+](=O)[O-])c1Sc1n[nH]c(N)n1
    0.2	-8	0.1	-20	-11	-16	4	-17	1.7
CN1CCN(c2ccc([N+](=O)[O-])cc2C(=O)N2CCOCC2)CC1
    0.68	nt	0.3	-21	nt	15	4	-1[20 µM]	-0.1

Further compounds:
Values run as follows: Cl transport mod	m-calpain inh	zfTRPN1 agonist	TbHK1 inh	EBV gp42 inh	PPC-1+TRAIL kill	thrombin 1536	Furin inhibitor	TRPML3 ag
CCC1(C)Nc2ccccc2C(=O)N1O (stereo not drawn)
    -0.4	-6	0.8	-2	-2	3	-9	-16	0.7
O=C(Cn1cc(/C=N/NC(=O)c2ccccc2Br)c2ccccc21)Nc1ccc(F)cc1
    1.2	-84	0.3	6	-1	9	-11	-17	0.3
CC(C)=CCc1c(O)c(CC=C(C)C)c2c(c1O)C(=O)CC(c1ccc(O)cc1)O2 (stereo not drawn)
    -0.2	19	-0.4	-14	-15	8	-3	-18	0.1
CN1CCC(=NNC(=O)C(=O)Nc2ccccc2)CC1
    -1.3	16	-0.3	-9	-12	1	-12	-19[20 µM]	0.2
C=CCN(CC=C)C(=S)NC(=O)c1ccc(OC)cc1
    71*	9	-1.5	0	-8	4	-1	-10	-0.6
